D1 ag – activates the human D1 dopamine receptor. P21728. HEK293 T-REx D1 cells, calcium flux, agonist mode. activation, % at 2 µM. 1% of 360,000 active. AID 504660; further: 0% is about no effect
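Agonism was scored from calcium flux recorded over 180 s (1 read/s) after pintool compound addition, following a 10-cycle baseline. Cells were inducible force-coupled HEK293 TREx D1, plated overnight at 30 C and loaded with no-wash calcium dye.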
TRHR ag – TRH receptor (human) agonism; AID 493084; activation, % at 2 µM; TRHR cells, calcium flux fluo-8, FDSS agonist mode; 0.18% of 360,000 active; P34981; further: 0% is about no effect
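TRHR-expressing cells loaded with fluo-8 calcium dye; 23 nL library compound pin-transferred, kinetic FDSS fluorescence (Ex 480/Em 530) recorded about 180 s for agonist-induced calcium release, before a 10 nM TRH EC20 addition for potentiator mode.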
D1 PAM – potentiators of human D1 dopamine receptor; HEK293 TREx D1 cells, calcium flux, dopamine EC20 potentiation; potentiation, % at 10 µM; 0.036% of 360,000 active; AID 504651; in the data active means potentiation above about 30%; further: 0% is about no effect
TRHR enhancer – allosterically enhances the human TRH receptor | TRHR cells, fluo-8 calcium fluorescence, EC20 TRH enhancement | 0.66% of 360,000 active | enhancement, % at 2 µM | P34981; in the data active means enhancement above about 30%; further: 0% is about no effect
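Enhancer read-out: after compound pinning and an initial kinetic agonist-mode read, an EC20 of TRH (10 nM final) was injected and fluo-8 calcium signal (Ex 480/Em 530) followed at 1 s/cycle for 100 cycles in TRHR-expressing cells.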
D1 antag – human D1 dopamine receptor antagonism | P21728 | HEK293 TREx D1 cells, calcium flux, dopamine EC80; stronger effect = lower value | activity change, negative = inhibition, % at 10 µM | 3.2% of 360,000 active; in the data active means activity change below about -30%; further: on the % scale 0 is the no-effect control and ±100 the full control effect
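Using tetracycline-induced force-coupled D1 Hek293 cells and a calcium dye, signals were followed for 180 s after compound, then for 180 s after EC80 dopamine, to detect inhibitors.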
D2 ag – agonists of human D2 dopamine receptor; P14416; HEK293 T-REx D2 cells, calcium flux agonist mode; activation, % at 2 µM; 0.53% of 340,000 active; AID 485358;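 active means activation over 3 SD above normal in the single-dose calcium agonist read, cut at about 30% in these data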; further: 0% is about no effect
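Agonism is scored from calcium flux in a force-coupled, inducible HEK293 cell line expressing D2, read kinetically for 180 s after compound addition against dopamine controls.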
D2 potentiator – D2 dopamine receptor (human) potentiation. P14416. HEK293 T-REx D2, calcium flux, EC20 dopamine potentiation. potentiation, % at 10 µM. 0.34% of 340,000 active;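 active means potentiation over 3 SD above the plate norm, cut at about 30% in these data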; further: 0% is about no effect
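Using a no-wash calcium dye in inducible, force-coupled HEK293 Trex cells expressing D2, we tracked fluorescence each second for 180 s after compound, then for 180 s after EC20 dopamine to detect augmented signalling.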
D2 antagonist – antagonists of human D2 dopamine receptor. HEK293 TREx D2 cells, calcium flux, dopamine EC80. inhibition, % at 10 µM. AID 485344. P14416. 2% of 340,000 active; in the data active means inhibition above about 30%; further: 0% is about no effect
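Calcium mobilization kinetics were recorded at 1 s intervals in tetracycline-induced HEK293 T-REx D2 cells, first for 180 s after compound addition and then 180 s after EC80 dopamine.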
RXFP1 antag – blocks the human relaxin receptor RXFP1; Q9HBX9; HEK293-RXFP1, relaxin-stimulated cAMP HTRF, 30 min; stronger effect = lower value; 0.59% of 350,000 active; AID 1259400; activity change, negative = inhibition, % at 57.5 µM;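 active means activity change of -60% or lower, but not beyond a set lower limit; inconclusive means change between -60% and -40%, or beyond the set limit; inactive means change above -40%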; further: on the % scale 0 is the no-effect control and ±100 the full control effect
Target sequence (Q9HBX9 whole entry, looked up): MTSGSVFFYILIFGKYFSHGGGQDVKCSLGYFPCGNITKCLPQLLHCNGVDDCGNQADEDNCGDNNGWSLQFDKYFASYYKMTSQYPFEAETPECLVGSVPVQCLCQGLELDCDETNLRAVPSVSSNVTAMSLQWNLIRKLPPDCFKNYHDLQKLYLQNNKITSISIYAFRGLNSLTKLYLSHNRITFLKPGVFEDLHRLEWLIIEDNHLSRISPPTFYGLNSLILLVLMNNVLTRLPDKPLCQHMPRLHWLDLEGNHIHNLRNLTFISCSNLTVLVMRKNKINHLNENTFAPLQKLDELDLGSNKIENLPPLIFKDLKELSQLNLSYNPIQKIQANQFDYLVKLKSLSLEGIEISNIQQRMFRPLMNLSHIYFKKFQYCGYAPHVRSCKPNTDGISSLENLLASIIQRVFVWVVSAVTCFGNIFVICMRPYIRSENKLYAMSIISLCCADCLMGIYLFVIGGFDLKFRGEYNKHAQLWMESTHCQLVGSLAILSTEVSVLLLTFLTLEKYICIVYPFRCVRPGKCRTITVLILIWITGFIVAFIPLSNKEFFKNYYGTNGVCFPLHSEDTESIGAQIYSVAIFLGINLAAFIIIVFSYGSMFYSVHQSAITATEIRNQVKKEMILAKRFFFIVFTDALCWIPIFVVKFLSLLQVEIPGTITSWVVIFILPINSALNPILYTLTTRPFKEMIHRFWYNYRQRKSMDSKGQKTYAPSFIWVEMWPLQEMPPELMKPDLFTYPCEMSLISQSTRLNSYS
* marks the source's active call; other numbers are inactive results; ? = inconclusive; . = not tested or not shown; & = joins results of further samples. Unless noted, no stated cut-off is given here; in the data, active means activation above about 30%; inactive means the rest.

SMILES	D1 ag	TRHR ag	D1 PAM	TRHR enhancer	D1 antag	D2 ag	D2 potentiator	D2 antagonist	RXFP1 antag
CCc1cccc(OCC(=O)Nc2ccc(S(=O)(=O)N3CCCC3)cc2)c1	6	2.6	-4	23	-7	0.6	1	-7	8
Cc1cc(C)c(NC(=O)C(C)OC(=O)c2cc(Br)c(Br)s2)c(C)c1 (centres undefined)	1	0.7	-1	4	7	-0.4	-29	5	3
CC(C)Oc1cccc(C(=O)NC(=S)Nc2cccc(C(F)(F)F)c2)c1	3	0.7	-6	-2	-23	0.0	4	10	-21
O=C(NCCOC12CC3CC(CC(C3)C1)C2)c1cccc(Br)c1	0	1.3	8	-1	19	-0.2	3	-15	-24
Cc1sc2nc(CSc3ccccc3)nc(N3CCN(C)CC3)c2c1C	4	0.8	-10	4	-42*	1.0	-37	90*	3
O=c1c(-c2ccc(Br)cc2)coc2c(CN3CCOCC3)c(O)ccc12	-3	-0.8	-3	2	-16	-0.4	-17	10	-12
COC(=O)C1=C(N)Oc2cc(C)n(CC3CCCO3)c(=O)c2C1c1ccccc1OC (centres undefined)	2	-0.8	1	1	-10	.	.	.	-16
COc1ccc(S(=O)(=O)Nc2ccccc2OC)cc1NC(=O)c1cc2ccccc2oc1=O	1	0.1	1	3	-20	0.7	0	-11	3
Cc1c(-n2cc(C(=O)c3ccccc3O)cc(C#N)c2=O)c(=O)n(-c2ccccc2)n1C	36*	42*	-12	-2	-6	18	-3	-14	-5
CN(C)CC(C)(C)CNC(=O)C1CCN(CCCc2ccccc2)CC1	4	0.3	3	-1	1	48*	2	31*	4
COCCNC(=O)c1ccc(-c2nc(CN3CCc4ccccc43)c(C)o2)cc1	2	-0.1	1	-1	5	-1.4	-1	.	.
COc1cc(CN2CCNC(=O)C2CC(=O)N(C)Cc2ncc[nH]2)cc(OC)c1 (centres undefined)	7	0.4	-2	-2	-20	1.0	1	10	-12
CCOc1ccc(OCCC(=O)OCC(=O)Nc2ccc(Cl)cn2)cc1	0	-1.5	-4	-8	6	-0.6	7	-15	-12
O=C(O)/C=C/C(=O)Nc1ccc(-c2ccccc2)cc1	1&2	0.6&-0.1	-1&-5	3&-3	-7&19	-0.4&-1.3	8&4	4&2	12
Clc1cccc(OCCCn2ccnc2)c1	3	0.2	-2	-6	8	0.2	0	-4	1
FC(F)(F)c1cccc(NC(=S)Nc2cccc(NC(=S)Nc3cccc(C(F)(F)F)c3)n2)c1	2	-0.6	-9	-7	-15	0.0	-8	3	18
COCCCNC(=O)CCC(=O)N1Cc2cccc(OC)c2Oc2ncccc21	1	0.3	-4	-12	1	1.4	-8	.	-2
O=C(c1ccc([N+](=O)[O-])cc1)N(Cc1ccc(Br)cc1)N1C(=O)CCCC1=O	0	-2.1	1	7	5	-1.7	7	-10	-15
COc1ccccc1CNC(=O)COC(=O)c1cnccn1	0	0.4	-2	-8	-5	1.2	-15	1	-8
COc1ccc(CNC(=O)c2oc3ccc(S(=O)(=O)N4CCOCC4)cc3c2C)cc1	2	-0.2	10	1	-4	0.4	14	9	-7

Five successive entries from above:
SMILES	D1 ag	TRHR ag	D1 PAM	TRHR enhancer	D1 antag	D2 ag	D2 potentiator	D2 antagonist	RXFP1 antag
Cc1c(-n2cc(C(=O)c3ccccc3O)cc(C#N)c2=O)c(=O)n(-c2ccccc2)n1C	36*	42*	-12	-2	-6	18	-3	-14	-5
CN(C)CC(C)(C)CNC(=O)C1CCN(CCCc2ccccc2)CC1	4	0.3	3	-1	1	48*	2	31*	4
COCCNC(=O)c1ccc(-c2nc(CN3CCc4ccccc43)c(C)o2)cc1	2	-0.1	1	-1	5	-1.4	-1	.	.
COc1cc(CN2CCNC(=O)C2CC(=O)N(C)Cc2ncc[nH]2)cc(OC)c1 (centres undefined)	7	0.4	-2	-2	-20	1.0	1	10	-12
CCOc1ccc(OCCC(=O)OCC(=O)Nc2ccc(Cl)cn2)cc1	0	-1.5	-4	-8	6	-0.6	7	-15	-12

Following part
SMILES	D1 ag	TRHR ag	D1 PAM	TRHR enhancer	D1 antag	D2 ag	D2 potentiator	D2 antagonist	RXFP1 antag
CC(C)CCn1c(=O)c2sccc2n2c(CCCC(=O)Nc3ccc(C(C)C)cc3)nnc12	3	0.1	-1	1	-2	.	-5	.	-9
CCn1c(SCC(=O)Nc2cccc(C)c2)nc2nc3c(cc2c1=O)COC(C)(C)C3	2	0.1	-4	-5	10	1.1	-1	-2	-14
O=c1c(Sc2ccccc2)c(C(F)(F)F)[nH]n1-c1ccccc1	6	0.3	11	-8	-3	0.2	8	-1	-3
Cc1cc(Cl)cc(Cl)c1OCCCCN(C)C	8	-0.5	-11	3	-3	-0.4	-19	2	8
Cc1ccc(SCC(=O)OC(C)C(=O)N2CCc3ccccc32)cc1 (centres undefined)	-1	-0.4	3	9	16	.	12	24	-18
CC(=O)NS(=O)(=O)c1ccc2c(c1)C(=O)c1cc(S(=O)(=O)NC(C)=O)ccc1-2	0	-0.2	2	-2	6	0.3	-4	3	-3
CC(C)C(=O)Nc1ccc(NC(=S)NC(=O)c2ccc([N+](=O)[O-])cc2)cc1	1	0.3	-3	-1	2	0.4	-6	2	-4
Cn1c(C(=O)N2CCN(c3ccccn3)CC2)cc2ccccc21	0	0.6	0	9	-3	0.3	3	-3	14
N#Cc1ccc(NC(=O)CNc2cc(S(=O)(=O)N3CCOCC3)ccc2NCC2CCCO2)cc1 (centres undefined)	1	-0.1	-4	-2	2	2.1	10	2	-18
O=C(CSCc1nc2ccccc2[nH]1)Nc1ccc2ccccc2c1	4	-0.3	-7	2	-27	0.0	-11	-9	8
O=C1CN(S(=O)(=O)c2cc(C(F)(F)F)ccc2Cl)CCN1	1	-0.4	3	6	-1	-0.5	15	8	-15
O=C(COC(=O)CCCc1nc2ccccc2s1)Nc1ncc(Cl)cc1Cl	1	-0.4	-2	7	-13	0.0	13	-1	-12
COc1cc(NC(=O)c2cc3nc(C4CC4)cc(C(F)(F)F)n3n2)c(OC)cc1Cl	2	-0.2	-12	-3	14	-0.3	3	-13	.
Cc1nn(CC(=O)c2cccc(Cl)c2)c(C)c1[N+](=O)[O-]	2	0.4	-4	3	-1	1.5	-3	-13	-18
CC(=O)C1=C(c2ccc(Br)cc2)N(C(C)=O)n2c(nnc2C2CCCCC2)S1	-1	0.1	1	4	.	.	-4	.	-12
COc1ccc(C(=O)c2ccc(OC)cc2OC)cc1	0	-0.1	-1	-3	-49*	0.3	-7	-5	-27
CCOc1ccc(NC(=O)CCn2nc(C)c(S(=O)(=O)N3CCCCC3)c2C)cc1	1&-1	-0.1&0.3	-4&-1	-14&3	4&-8	-0.8&1.9	1&4	-2	19&-6
CCCn1c(=O)[nH]c(=O)c2c1nc(-c1ccc(OC(F)(F)C(F)C(F)(F)F)cc1)n2CCOC (centres undefined)	0	-0.2	-4	-1	1	-1.9	15	9	-3
COc1ccc(S(=O)(=O)Nc2ccc(O)c(Sc3ncn[nH]3)c2)cc1	0	0.5	-2	9	-2	0.8	6	-27	4
CCn1cnc2cc(NS(=O)(=O)c3ccc(C)cc3)ccc21	10	-0.3	-3	11	.	-0.2	16	-2	16
O=C(Nc1nnc(-c2ccncc2)s1)C1CCCO1 (centres undefined)	-3	-1.0	-6	3	12	-1.5	4	-29	6
COc1cc(-c2nc(CN(C)C(C)c3ccncn3)c(C)o2)ccc1F (centres undefined)	0	-0.4	0	1	-3	0.9	-1	-6	?
Cc1ccc(-c2ccc(/C=N/c3ncn[nH]3)o2)cc1Cl	0	-0.1	4	-12	10	-2.6	12	2	2
COc1ccc(N2CCN(CCCNC(=O)c3ccc4nc(CCc5ccccc5)oc4c3)CC2)cc1	35*	-0.7	-3	-6	-31*	.	.	.	4
CN1CCN(c2nc3c(c(=O)[nH]c(=O)n3C)n2CCSc2nc3ccccc3s2)CC1	1	-0.4	-3	0	25	-0.8	-11	6	2
CCC1CN(C(=O)N2CCC(C(=O)NCCc3ccccc3)CC2)c2ccccc2O1 (centres undefined)	0	-0.4	2	-6	1	0.9	3	-14	-1
COc1ccccc1N1C(=O)CC(Nc2ccc(N3CCOCC3)cc2)C1=O (centres undefined)	5	0.1	0	1	7	0.3	-4	26	-13
O=C(O)c1ccc(/C=C2\SC(=S)N(Nc3ccccc3)C2=O)cc1	2	0.3	-2	-2	-14	3.0	7	6	-18
Cc1cc(Cl)ccc1OCCCC(=O)N1CCCCC1	7	-1.5	-2	11	-11	0.3	5	0	-7
COc1cccc(-n2nnc3c(=O)n(CC(=O)N4CCCc5ccccc54)cnc32)c1	2	0.5	12	-12	-5	1.5	-6	-6	-20
O=C(c1ccco1)N1CCN(c2nc3c(F)cc(F)cc3s2)CC1	8	-0.3	2	-4	.	0.0	-3	.	1
COC(C[C@@H](O)CC(=O)[C@@H](C)OCc1ccccc1)OC	2	-0.2	10	1	-12	0.3	9	7	.
Cc1ccc(S(=O)(=O)N2CCCCC2)cc1NC(=O)C1CCCO1 (centres undefined)	3	-0.2	5	3	-1	0.5	7	-7	-7
O=C(COC(=O)CCC(=O)Nc1nccs1)NCc1ccco1	4	0.1	2	-1	17	-0.1	0	6	7
COc1ccc2c(c1)CC(NC(=O)Nc1ccc(NC(C)=O)cc1)CO2 (centres undefined)	1	-0.1	0	2	-10	-3.0	10	.	-2
O=C(Nc1ccc(O)c(C(=O)O)c1)Oc1ccccc1	3	0.5	-5	-3	-11	1.2	-6	-6	8
CN(C)CCCNc1oc(/C=C/c2ccc(F)cc2)nc1C#N	-1	-0.6	-1	2	3	-0.1	-2	.	-17
O=C(c1ccccc1F)N1CCN(c2ccc([N+](=O)[O-])c(NCC3CCCO3)c2)CC1 (centres undefined)	0	-1.3	-6	-1	3	0.7	-6	-3	3
CC(C)(O)C1=NOC(c2ccccc2)C1 (centres undefined)	-3	0.8	8	2	9	0.9	3	-9	-6
CC(C)CC(c1nnnn1CC1CCCO1)N1CCN(C2CCCC2)CC1 (centres undefined)	4	0.4	-8	3	-6	-0.6	-7	-12	0
CC(C)OCCCNC(=O)NC(=O)c1ccc(Cl)cc1	12	1.9	-1	-4	-18	0.0	1	-16	-18
O=C(c1ccccc1)N1CCC(=O)N1c1ccccc1	5	0.0	-2	4	5	0.5	-4	-12	-2
Cc1ccc2c(c1)c(CC(=O)Nc1ccc(C)c(F)c1)c(C(=O)O)n2C	2&5	0.3&-0.9	-3&-1	0&7	-13&-2	1.7&0.5	24&0	0	0&-4
COc1ccccc1NC(=O)C(C)OC(=O)c1cc2ccccc2[nH]1 (centres undefined)	6	0.2	-4	3	-2	-1.3	0	11	-31
Cn1c(CCN2CCOCC2)nc2cc(NC(=O)c3cccs3)ccc21	0	0.3	-4	7	16	1.0	6	-20	-11
O=C(NC1CCCCC1)c1ccc(CS(=O)Cc2ccccc2Cl)o1 (centres undefined)	-1	-0.2	-2	-3	-64*	-2.4	1	-3	-16
Nc1cc(CN2C(=O)c3ccccc3C2=O)cc(Cl)c1O	0	0.3	2	7	3	-0.9	-3	8	-15
Cc1cccc(N2C(=O)CCC2=O)n1	4	0.6	-4	5	1	1.4	1	-14	9
COc1cc(/C=C/C(=O)OCC(=O)NC(=O)NC(C)(C)C)ccc1OCC#N	0	-0.4	2	3	5	-0.2	6	-2	4

Assay outcomes as filed in PubChem.
